RTF Ca sens act – cardiac RTF calcium sensitivity activators, primary screen, biochemical, IANBD-TnC fluorescence, EC20 calcium; Troponin I, cardiac muscle (Homo sapiens) + Troponin T, cardiac muscle (Homo sapiens) + …; AID 493008, 2010; activation, % at 7.2 µM; 340,000 compounds, 0.24% hits; IANBD-labeled TnC RTF fluorescence at EC20 calcium; 0% EC20 calcium, 100% full calcium;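 active means activation above the mean over all tested compounds plus 3 SD, cut at about 30% in these data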;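 further: rise in fluorescence read as greater calcium sensitivity of cardiac thin filaments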
Keap1-Nrf2 PPI – Keap1-Nrf2 protein-protein interaction inhibitors, primary screen, biochemical, fluorescence polarization, single point; Kelch-like ECH-associated protein 1 (Homo sapiens), Q14145; Keap1 Kelch-Nrf2 peptide fluorescence polarization, 1536-well; inhibition, % at 9.4 µM; 340,000 compounds, 0.15% hits; in the data active means inhibition above about 12%;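 further: human Keap1 Kelch domain with fluorescein labeled Nrf2 9mer peptide probe; 0% = neutral control wells and 100% = peptide positive control; higher means more block of Keap1 binding to Nrf2 peptide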
Pemphigus Ab inh – inhibitors of pemphigus antibody binding to DSG3, primary screen, biochemical, bead-based, flow cytometry, scFv-GFP | DSG3-coupled beads, scFv-anti-DSG3-GFP binding; stronger effect = lower value | binding (percent of control), % at 10 µM | 310,000 compounds, 0.48% hits | AID 588358, 2011;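 active means binding more than 3 SD below its plate's average and above zero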; further: some compounds called inactive have numbers as strong as hits
MOR-DOR ag – agonists of OPRM1-OPRD1 heterodimerization, primary screen, cell-based, luminescence. cells. activation, % at 9.3 µM. AID 504326, 2011. 340,000 compounds, 0.3% hits; in the data active means activation above about 18%;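 further: 0% = vehicle-treated cells and 100% = reference agonist; values of inactives mirror those of a sister screen read the other way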
Target sequence (P35372 whole entry, looked up): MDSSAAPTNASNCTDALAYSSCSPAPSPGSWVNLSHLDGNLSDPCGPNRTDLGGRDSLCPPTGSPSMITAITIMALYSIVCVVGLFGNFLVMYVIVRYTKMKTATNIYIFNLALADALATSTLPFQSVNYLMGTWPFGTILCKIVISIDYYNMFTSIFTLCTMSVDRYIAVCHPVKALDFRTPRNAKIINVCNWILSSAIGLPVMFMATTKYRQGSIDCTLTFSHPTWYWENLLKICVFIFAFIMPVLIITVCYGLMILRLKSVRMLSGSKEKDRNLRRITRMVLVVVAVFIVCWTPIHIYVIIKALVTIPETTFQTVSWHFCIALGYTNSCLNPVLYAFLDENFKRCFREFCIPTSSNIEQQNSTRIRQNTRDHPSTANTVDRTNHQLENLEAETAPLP
Target sequence (P41143 whole entry, looked up): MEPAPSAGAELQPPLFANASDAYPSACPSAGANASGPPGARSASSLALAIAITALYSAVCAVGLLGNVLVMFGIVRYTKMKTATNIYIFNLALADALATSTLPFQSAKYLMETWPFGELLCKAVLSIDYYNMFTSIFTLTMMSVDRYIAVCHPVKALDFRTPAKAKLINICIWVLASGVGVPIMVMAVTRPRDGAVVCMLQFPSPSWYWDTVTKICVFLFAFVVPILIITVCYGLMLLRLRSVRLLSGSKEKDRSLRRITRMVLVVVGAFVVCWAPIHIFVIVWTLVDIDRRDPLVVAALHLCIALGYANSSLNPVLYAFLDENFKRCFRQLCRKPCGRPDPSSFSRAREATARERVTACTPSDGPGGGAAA
V-ATPase pHluor – regulators of yeast V-ATPase proton pumping, primary screen, pHLuorin cytosolic pH fluorescence; S. cerevisiae; response, % at 10 µM; 350,000 compounds, 0.37% hits; in the data active means response mostly above about 7.3%, no sharp cut-off; inactive means mostly below about 5.4%; further: actives read high; inactives centre near 0; some compounds called inactive have numbers as strong as hits; reference of the scale not given here
LANA DNA inh – inhibitors of KSHV C-LANA binding to DNA, primary screen, biochemical, fluorescence polarization, FAM-LBS DNA, MBP-C-LANA, single point | inhibition, % at 9 µM | 340,000 compounds, 0.078% hits | Kaposi's sarcoma herpesvirus LANA C-terminal domain (residues 932-1162) DNA binding;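 active means highest replicate inhibition at or above 60% at 9 µM, even if other replicates fall short; inactive means all replicates below 60% inhibition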;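 further: 0% = neutral control wells and 100% = 4 µM acridine orange control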
RTF Ca sens inh – cardiac RTF calcium sensitivity inhibitors, primary screen, biochemical, IANBD-TnC fluorescence, EC70 calcium | Troponin I, cardiac muscle (Homo sapiens) + Troponin T, cardiac muscle (Homo sapiens) + … | IANBD-labeled cardiac RTF, Ca2+ fluorescence | inhibition, % at 7.15 µM | 340,000 compounds, 0.12% hits;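 active means inhibition above the mean inhibition of all tested compounds plus 3 SD, cut at about 17% in these data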;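 further: assay run at fixed EC70 calcium of 1.6 mM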
Arrestin-AP2 inh – inhibitors of beta-arrestin/AP2 binding, primary screen, biochemical, GPCR trafficking, flow cytometry | beta-arrestin 1 C-terminal peptide binding to AP2 beta2-adaptin appendage (human) | FITC-arrestin peptide / GST-AP2 beads; AP2 beta2 appendage carries R879A mutation | inhibition, % at 10 µM | 340,000 compounds, 0.31% hits;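 active means inhibition above a set limit, near 3 SD of compounds lacking own fluorescence, cut at about 54% in these data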;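 further: plate controls were DMSO wells for no effect and 5 µM unlabelled arrestin peptide for full effect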
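test system = AP2 appendage R879A on GSH beads | buffer or medium = PBS plus Tween 20 (0.05%) and BSA (0.1%) | incubation = 12 min plus 1 h, RT | detection = bead flow cytometry, FITC channel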
MOR-DOR inv ag – inverse agonists of MOR-DOR heterodimerization, primary screen, cell-based, luminescence | AID 504357, 2011 | cell-based MOR-DOR heterodimer luminescence, inverse agonism | inhibition, % at 9.3 µM | 340,000 compounds, 0.21% hits | Mu-type opioid receptor (Homo sapiens) + Delta-type opioid receptor (Homo sapiens), …; in the data active means inhibition above about 22%, passing the limit was not always enough;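 further: 0% = cells with DMSO and 100% = wells without cells with DMSO; values of inactives mirror those of a sister screen read the other way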
Wnt act – Wnt/beta-catenin pathway activators, primary screen, cell-based, plate reader, single point | activation, % at 9.35 µM | 300,000 compounds, 1.2% hits | Wnt/beta-catenin reporter cell assay, activator | AID 743398, 2014; in the data active means activation above about 30%, passing the limit was not always enough;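 further: 0% = neutral control wells and 100% = positive control wells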
An asterisk follows results filed as active; . = not tested or not shown.

[1] COc1ccc(CN2C[C@]3(CO)O[C@@H](CO)C[C@@H]3S2(=O)=O)cc1
[2] COc1ccc(NC(=O)CCCN2C(=O)C(c3ccccc3)Oc3cccnc32)c(OC)c1 (stereo not drawn)
[3] CN(C)S(=O)(=O)c1cccc(-c2nnc(SCc3ccc4c(c3)OCCO4)o2)c1
[4] COc1ccc(C2CN=NC23CCCc2ccccc2C3=O)cc1 (stereo not drawn)
[5] O=C(NCc1cccnc1)c1ccc([N+](=O)[O-])cc1
[6] C=CCOc1ccc2nc(NC(=O)OC)[nH]c2c1
[7] CCOc1ccc(NC(=O)c2ccc(NS(=O)(=O)c3cccc4cccnc34)cc2)cc1
[8] CCc1nc2cc3sc(CC)nc3cc2s1

screen / no.,1,2,3,4,5,6,7,8
RTF Ca sens act,1,-7,-4,-3,-4,2,-6,6
Keap1-Nrf2 PPI,-1,2,-3,0,-2,0,-1,0
Pemphigus Ab inh,90,.,102,.,100,108,118,113
MOR-DOR ag,-2.1,-4.0,-3.0,0.0,-2.4,-3.8,-2.2,-0.4
V-ATPase pHluor,1,-4,-4,2,2,-5,0,-4
LANA DNA inh,-1.0,2.0,0.2,-0.5,0.8,0.7,0.1,2.9
RTF Ca sens inh,-6,-2,-2,2,-9,2,0,-5
Arrestin-AP2 inh,18,28,6,-1,15,-5,37,2
MOR-DOR inv ag,10,22,16,0,13,17,11,2
Wnt act,2,2,.,.,-1,.,-1,16

[9] COc1ccccc1C1SCCN1S(=O)(=O)c1cccc(C(F)(F)F)c1 (stereo not drawn)
[10] CCOc1ccc(-n2ccnc2SCC(=O)Nc2nnc(C)s2)cc1
[11] Cc1cc(C(=O)COC(=O)c2cccnc2Cl)c(C)n1C
[12] Cc1ccc(S(=O)(=O)NCCc2c[nH]c3ccccc23)cc1
[13] COc1cc(OC)cc(-c2c(C#Cc3ccsc3)c3cc(-c4ccc(OC)cc4F)ccc3n2C)c1
[14] CSc1ccccc1NC(=O)c1cc2ncc(Br)cn2n1
[15] COc1ccc(C2=NN(Cc3c(F)cccc3Cl)C(=O)CC2)cc1
[16] COc1ccc(NC(=O)C2CCCN(C(=O)Nc3ccc(F)cc3)C2)cc1 (stereo not drawn)

screen / no.,9,10,11,12,13,14,15,16
RTF Ca sens act,4,-2,-1,-3,-5,-1,-1,7
Keap1-Nrf2 PPI,2,-1,-2,-3,-9,-2,-4,-2
Pemphigus Ab inh,125,89,.,89,105,102,95,106
MOR-DOR ag,1.1,1.0,-2.2,1.1,0.1,0.7,1.4,-0.4
V-ATPase pHluor,-1,3,2,-1,0,-1,1,-3
LANA DNA inh,1.8,0.2,0.9,-0.9,-3.2,2.5,-0.6,0.8
RTF Ca sens inh,-2,-2,-5,-3,-8,-13,-5,-3
Arrestin-AP2 inh,2,-3,6,-4,10,-6,20,-5
MOR-DOR inv ag,-5,-5,8,-7,0,-4,-7,2
Wnt act,0,.,15,-1,-5,35*,2,-2

Copied from the list.
no. 2 – Wnt act = 2
no. 3 – Pemphigus Ab inh = 102
no. 7 – Wnt act = -1
no. 14 – RTF Ca sens inh = -13
no. 13 – RTF Ca sens act = -5
no. 1 – V-ATPase pHluor = 1

Continued.
[17] CCC(C)[C@H]1CNC(=S)N1CCc1cccc2ccccc12 (stereo partly drawn)
[18] Cn1c(=O)[nH]c2c(Cl)nccc21
[19] Cc1cccc(C(=O)N2CCc3ccccc3C2)c1[N+](=O)[O-]
[20] CSc1oc(-c2ccc(F)cc2)nc1S(=O)(=O)c1ccc(F)cc1
[21] CC1CCCCN1Cc1ccc(N)cc1 (stereo not drawn)
[22] Cc1ccc(NC(=O)CSC2=C(C#N)C(c3ccco3)C3=C(CC(C)(C)CC3=O)N2)cc1 (stereo not drawn)
[23] CCOc1ccc(N(C(=O)CNC(=O)c2cccs2)C(C(=O)NCC2CCCO2)c2ccc(OC)c(OC)c2)cc1 (stereo not drawn)
[24] Cc1cccc(NC(=O)CSc2ccc(-c3ccccn3)nn2)c1C

screen / no.,17,18,19,20,21,22,23,24
RTF Ca sens act,-1,0,-1,3,9,4,-2,1
Keap1-Nrf2 PPI,-8,-8,-7,-2,-4,-3,-2,2
Pemphigus Ab inh,106,104,103,98,.,91,97,91
MOR-DOR ag,6.9,1.1,-2.0,0.9,-1.8,-1.3,-2.0,-1.6
V-ATPase pHluor,2,10,0,3,6,-1,1,-4
LANA DNA inh,2.9,1.4,0.0,0.9,-0.4,3.1,-1.9,0.2
RTF Ca sens inh,-8,-12,2,-4,-4,2,-7,1
Arrestin-AP2 inh,8,4,1,10,4,-4,2,-5
MOR-DOR inv ag,-38,-6,10,-5,10,7,12,7
Wnt act,-1,-1,0,-2,.,.,0,-2

An excerpt from above in order of their number in RTF Ca sens act, low to high:
# | molecule | RTF Ca sens act | Keap1-Nrf2 PPI | Pemphigus Ab inh | MOR-DOR ag | V-ATPase pHluor | LANA DNA inh | RTF Ca sens inh | Arrestin-AP2 inh | MOR-DOR inv ag | Wnt act
23 | CCOc1ccc(N(C(=O)CNC(=O)c2cccs2)C(C(=O)NCC2CCCO2)c2ccc(OC)c(OC)c2)cc1 (stereo not drawn) | -2 | -2 | 97 | -2.0 | 1 | -1.9 | -7 | 2 | 12 | 0
19 | Cc1cccc(C(=O)N2CCc3ccccc3C2)c1[N+](=O)[O-] | -1 | -7 | 103 | -2.0 | 0 | 0.0 | 2 | 1 | 10 | 0
24 | Cc1cccc(NC(=O)CSc2ccc(-c3ccccn3)nn2)c1C | 1 | 2 | 91 | -1.6 | -4 | 0.2 | 1 | -5 | 7 | -2
20 | CSc1oc(-c2ccc(F)cc2)nc1S(=O)(=O)c1ccc(F)cc1 | 3 | -2 | 98 | 0.9 | 3 | 0.9 | -4 | 10 | -5 | -2
22 | Cc1ccc(NC(=O)CSC2=C(C#N)C(c3ccco3)C3=C(CC(C)(C)CC3=O)N2)cc1 (stereo not drawn) | 4 | -3 | 91 | -1.3 | -1 | 3.1 | 2 | -4 | 7 | .

(continued)
[25] COc1cccc(C2NC(=O)NC(C)=C2C(=O)Nc2cccc(C)c2C)c1 (stereo not drawn)
[26] COc1ccccc1/C=N\Nc1ccccc1[N+](=O)[O-]
[27] O=C(CN1CCN(c2ccccc2)CC1)NC(=O)NCc1ccco1
[28] NCCOc1ccccc1Cc1ccccc1
[29] O=C(c1ccc(F)cc1)c1ccc(N2CCCC2)cc1
[30] CN(CCOc1ccccc1)C(=O)CCc1nc2sc3c(c2c(=O)[nH]1)CCCC3
[31] O=C(CS(=O)CC(=O)Nc1ccc(Cl)cc1)NCC1OCCc2ccccc21 (stereo not drawn)
[32] COc1ccc(NC(=O)c2ccc(Br)c(S(=O)(=O)N3CCOCC3)c2)cc1

screen / no.,25,26,27,28,29,30,31,32
RTF Ca sens act,-7,-7,-10,-1,5,1,-4,-1
Keap1-Nrf2 PPI,4,2,2,1,-3,-4,4,-5
Pemphigus Ab inh,108,110,89,103,157,111,100,.
MOR-DOR ag,-0.1,0.4,-2.8,-2.2,1.9,2.4,1.8,1.4
V-ATPase pHluor,-3,-5,2,5,4,-2,2,2
LANA DNA inh,-3.9,-1.1,-0.7,-1.2,-0.1,-0.7,1.7,-0.8
RTF Ca sens inh,-1,-4,-8,-3,-13,-11,-14,-11
Arrestin-AP2 inh,6,19,4,-1,7,20,-4,-9
MOR-DOR inv ag,0,-2,15,12,-10,-13,-9,-11
Wnt act,-7,29,-3,.,5,2,-3,0

[33] CCN1CNC(=S)N(c2cccc(C)c2C)C1
[34] Cc1ccc(NC(=O)COC(=O)C2CCC(=O)N2)c([N+](=O)[O-])c1 (stereo not drawn)
[35] COc1ccc(NC(=O)c2ccc3c(=O)n(Cc4ccco4)c(=S)[nH]c3c2)c(OC)c1
[36] COc1ccc(Br)cc1CNCCSc1nnnn1C
[37] CN(Cc1ccon1)C(=O)CC1C(=O)NCCN1Cc1cccc(Oc2ccccc2)c1 (stereo not drawn)
[38] CCC(=O)NCCc1nc2ccccc2[nH]1
[39] O=C(NCCc1ccccc1Cl)C1CCC(=O)N(Cc2cccc(C(F)(F)F)c2)C1 (stereo not drawn)
[40] CC1(c2cc(F)ccc2F)NC(=O)N(CC(=O)Nc2cccc(S(=O)(=O)N3CCCC3)c2)C1=O (stereo not drawn)

screen / no.,33,34,35,36,37,38,39,40
RTF Ca sens act,-2,6,-2,1,-1,-2,-6,1
Keap1-Nrf2 PPI,-6,3,-2,2,2,-2,-3,-2
Pemphigus Ab inh,103,100,89,96,87,100,103,.
MOR-DOR ag,-1.7,-1.5,-2.5,-1.1,-0.5,-0.1,1.4,-0.5
V-ATPase pHluor,3,0,6,0,4,2,-3,-2
LANA DNA inh,0.8,1.6,-0.8,-0.3,-0.1,-1.2,0.8,-0.6
RTF Ca sens inh,-7,-17,-5,2,-19,-6,-4,-6
Arrestin-AP2 inh,-17,-6,-7,12,-3,-6,-19,7
MOR-DOR inv ag,8,7,14,6,3,1,-7,2
Wnt act,.,0,-4,1,3,0,1,-3

[41] C=C1CCN(c2ccc(C(=O)NCc3ccc(C)cc3)cc2[N+](=O)[O-])CC1
[42] Cc1ccc(/C=C/C(=O)N2CCN(c3ccc(F)cc3)CC2)o1
[43] COc1ccc([N+](=O)[O-])cc1NC(=O)C(C)NNC(=O)c1cccc([N+](=O)[O-])c1 (stereo not drawn)
[44] COc1cc(SC)ccc1C(=O)Nc1ccc2c(c1)OCO2

screen / no.,41,42,43,44
RTF Ca sens act,9,0,-2,3
Keap1-Nrf2 PPI,4,-5,-5,-1
Pemphigus Ab inh,.,99,.,101
MOR-DOR ag,-1.2,1.4,0.7,-0.8
V-ATPase pHluor,-1,1,0,-3
LANA DNA inh,0.1,0.2,0.3,26
RTF Ca sens inh,-2,-5,-1,3
Arrestin-AP2 inh,7,-14,9,19
MOR-DOR inv ag,7,-7,-3,4
Wnt act,-3,1,-1,9
